Screening data: PubChem BioAssay, National Center for Advancing Translational Sciences (NCATS)
Anesthetic bind = candidate novel general anesthetic via apoferritin binding; apoferritin/1-aminoanthracene competitive binding, fluorescence; 0.074% of 350,000 active; P02791; Potency, µM (doses to about 77.5 µM), for the others: at the top dose activity change, negative = displacement, hits mostly inhibitors; AID 485281; further: nearly all actives have a fitted effect of over 20% in size
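In PBS, apoferritin at 10 uM is loaded with 1-AMA from a 50% saturated solution. After 10 min of compound exposure at ambient temperature, reduced 535 nm fluorescence indicates probe displacement.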
APEX1 inh = blocks human APE1 abasic DNA cleavage; 0.35% of 350,000 active; AID 2517; Potency, µM (titrated, usually from 65.8 µM), without a hit: top-dose activity change, negative = inhibition, hits mostly inhibitors; recombinant APE1, TAMRA/BHQ-2 abasic DNA cleavage fluorescence; P27695;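 further: plate controls were vehicle for no effect and reference inhibitor for full effect; nearly all actives have a fitted effect of over 55% in size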
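Compound pre-exposure to 0.75 nM APE1, 15 min at ambient temperature. Reaction initiated with 50 nM TAMRA/BHQ-2 THF substrate, read immediately in kinetic mode, 525 nm excitation, 598 nm emission.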
BLM inh = inhibitors of human Bloom syndrome helicase BLM; recombinant BLM DNA unwinding, fluorescence dequenching; P54132; Potency, µM (doses to about 56.1 µM), for inactives: top-dose activity change, negative = inhibition, usual class: inhibitors; 0.2% of 350,000 active;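 further: plate controls were vehicle for no effect and no enzyme for full effect; nearly all actives have a fitted effect of over 35% in size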
Target sequence (P54132 whole entry, looked up): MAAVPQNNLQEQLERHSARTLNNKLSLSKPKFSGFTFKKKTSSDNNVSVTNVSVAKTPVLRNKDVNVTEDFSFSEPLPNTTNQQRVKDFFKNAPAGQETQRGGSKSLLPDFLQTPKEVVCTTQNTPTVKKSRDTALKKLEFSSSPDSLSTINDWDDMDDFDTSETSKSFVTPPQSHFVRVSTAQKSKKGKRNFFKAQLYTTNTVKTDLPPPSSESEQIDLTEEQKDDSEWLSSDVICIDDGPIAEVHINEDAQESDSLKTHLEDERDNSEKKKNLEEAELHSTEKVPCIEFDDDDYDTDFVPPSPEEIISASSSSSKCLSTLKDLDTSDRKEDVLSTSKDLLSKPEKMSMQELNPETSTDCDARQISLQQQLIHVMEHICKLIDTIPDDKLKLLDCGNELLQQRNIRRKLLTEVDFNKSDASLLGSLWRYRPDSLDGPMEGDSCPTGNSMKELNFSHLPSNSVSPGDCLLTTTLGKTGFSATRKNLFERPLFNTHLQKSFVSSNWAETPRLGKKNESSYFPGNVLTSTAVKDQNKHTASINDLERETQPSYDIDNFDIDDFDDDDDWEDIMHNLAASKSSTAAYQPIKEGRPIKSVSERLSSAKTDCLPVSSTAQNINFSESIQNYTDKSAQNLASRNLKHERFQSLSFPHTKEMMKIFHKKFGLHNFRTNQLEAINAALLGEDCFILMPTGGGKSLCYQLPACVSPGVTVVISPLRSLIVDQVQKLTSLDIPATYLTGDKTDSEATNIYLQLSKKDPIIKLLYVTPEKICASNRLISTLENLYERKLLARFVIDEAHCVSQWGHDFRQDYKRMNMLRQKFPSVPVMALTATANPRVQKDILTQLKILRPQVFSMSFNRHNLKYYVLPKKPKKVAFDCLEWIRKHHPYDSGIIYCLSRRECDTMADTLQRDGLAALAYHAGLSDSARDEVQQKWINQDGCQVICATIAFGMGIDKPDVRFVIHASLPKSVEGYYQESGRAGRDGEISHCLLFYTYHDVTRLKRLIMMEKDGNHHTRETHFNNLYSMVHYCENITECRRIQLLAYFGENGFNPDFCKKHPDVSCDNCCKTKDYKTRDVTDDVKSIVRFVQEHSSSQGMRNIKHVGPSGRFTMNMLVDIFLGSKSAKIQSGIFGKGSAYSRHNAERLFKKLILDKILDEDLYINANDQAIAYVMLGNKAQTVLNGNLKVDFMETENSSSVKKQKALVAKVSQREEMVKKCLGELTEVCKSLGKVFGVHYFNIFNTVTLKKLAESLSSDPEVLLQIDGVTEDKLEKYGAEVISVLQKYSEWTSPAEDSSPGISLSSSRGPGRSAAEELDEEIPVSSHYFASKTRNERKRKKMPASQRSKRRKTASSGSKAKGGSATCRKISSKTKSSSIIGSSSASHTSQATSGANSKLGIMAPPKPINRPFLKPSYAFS
An asterisk follows results filed as active; ? = inconclusive; · = not tested or not shown; [ ] = remark or other dose. The call rests on the fitted dose curve; in most records, active means well fitted curve in the direction sought with a large enough effect; inconclusive means small, poorly fitted or top-dose-only effect, or another doubt; inactive means no such curve, though single readings can be large; an effect the other way counts as inactive or inconclusive. Unless noted, on the % scale 0 is the no-effect control and ±100 the full control effect; potency means the concentration at half of the fitted maximal effect. Some of the compounds tested, so the mix of outcomes need not match the whole.

nr | Anesthetic bind | APEX1 inh | BLM inh | smiles
1 | · | -1.6% | -0.4% | O=C1CCCC2[C@@H]3CCC[N@+]4([O-])CCC[C@H](CN12)C34 (some centres not stated)
2 | · | -2.4%[12.4 µM] | 0.5%[12.4 µM] | C[C@H]1Cc2c(COc3ccccc3)nc3c(c2CO1)CN(C(=O)c1cccnc1)CC3
3 | · | 0.4% | 5.7% | O=C1c2cc(Br)ccc2O[C@@H](c2ccc3c(c2)OCO3)[C@@H]1O
4 | · | 2.1% | 0.3% | COC(=O)C(=Cc1cc(Br)c(OC)c(Br)c1)C(=O)OC
5 | · | 1.4% | 0.0% | C[C@]12CCC(=O)C=C1CCC1C3CC[C@](O)(C(=O)CO)[C@@]3(C)CC3OC312 (some centres not stated)
6 | · | 1.6% | 1.3% | C[C@@H]1CCC2C(C)(C)C3CC21CC[C@@]3(C)O (some centres not stated)
7 | · | -1.7% | 0.2% | C/C=C/C(=O)C[C@H]1CC[C@@H](C)[C@@H](CCO)O1
8 | · | 2.6% | 2.4% | C[C@H]1COc2c(N3CCN(C)CC3)c(F)cc3c(=O)c(C(=O)NCc4ccco4)cn1c23
9 | · | -3.6% | 1.5% | CCCCC/C=C\C/C=C\C/C=C\CCCCC(=O)NCCCC(=O)O
10 | · | 1.5% | 7.3% | O=C(O)C(O)C(O)(Cc1ccc(O)cc1)C(=O)O (configuration not stated)
11 | · | ? | 2.7% | CC(C)C[C@@H](CC(=O)N[C@@H](CCCN)CC(=O)N[C@@H]1CCCC[C@H]1C(=O)N[C@H](CC(=O)N[C@@H](CCC(=O)O)CC(=O)O)Cc1ccccc1)NC(=O)[C@@H]1CCCC[C@H]1N
12 | · | 0.3% | -1.5% | CC(C)(C)Nc1oc(-c2ccccc2)nc1-c1ccccc1F
13 | · | -8.2%[12.4 µM] | 0.9%[12.4 µM] | CCCCc1nc2c(c3c1C[C@H](C)OC3)CN(S(=O)(=O)c1c(C)noc1C)CC2
14 | · | 1.8% | -3.2% | COc1cc(CCNC(C)=O)c(C(=O)/C=C/c2cccc(OC)c2OC)cc1OC
15 | · | 2.4% | -3.4% | COc1c(C=O)c(=O)[nH]c2c(OC)cccc12
16 | · | 3.2% | -2.5% | COc1ccc2c(c1OC)C(=O)N1c3ccccc3C(=O)OC21 (configuration not stated)
17 | · | -6.2% | -6.3% | C/C=C/C1=CC2=CC(=O)C(C)(OC(=O)c3c(C)cc(O)cc3O)C(=O)C2=CO1 (configuration not stated)
18 | · | ? | -1.9% | CC(C)(C)OC(=O)NCCCC1=CC2=CC(=O)C(C)(OC(=O)c3ccco3)C(=O)C2=CO1 (configuration not stated)
19 | · | -2.3%[12.4 µM] | -6.5%[12.4 µM] | CCOC(=O)CCCNC(=O)N1CCc2nc(-c3ccc(OC)cc3C)c3c(c2C1)CO[C@@H](c1ccccc1)C3
20 | · | -8.5% | -2.3% | COc1c2c(cc3c1C(c1c(O)c4ccccc4oc1=O)N(C)CC3)OCO2 (configuration not stated)

Not a retest: entries from further up.
nr | Anesthetic bind | APEX1 inh | BLM inh | smiles
6 | · | 1.6% | 1.3% | C[C@@H]1CCC2C(C)(C)C3CC21CC[C@@]3(C)O (some centres not stated)
7 | · | -1.7% | 0.2% | C/C=C/C(=O)C[C@H]1CC[C@@H](C)[C@@H](CCO)O1
8 | · | 2.6% | 2.4% | C[C@H]1COc2c(N3CCN(C)CC3)c(F)cc3c(=O)c(C(=O)NCc4ccco4)cn1c23
9 | · | -3.6% | 1.5% | CCCCC/C=C\C/C=C\C/C=C\CCCCC(=O)NCCCC(=O)O
10 | · | 1.5% | 7.3% | O=C(O)C(O)C(O)(Cc1ccc(O)cc1)C(=O)O (configuration not stated)
11 | · | ? | 2.7% | CC(C)C[C@@H](CC(=O)N[C@@H](CCCN)CC(=O)N[C@@H]1CCCC[C@H]1C(=O)N[C@H](CC(=O)N[C@@H](CCC(=O)O)CC(=O)O)Cc1ccccc1)NC(=O)[C@@H]1CCCC[C@H]1N
12 | · | 0.3% | -1.5% | CC(C)(C)Nc1oc(-c2ccccc2)nc1-c1ccccc1F
13 | · | -8.2%[12.4 µM] | 0.9%[12.4 µM] | CCCCc1nc2c(c3c1C[C@H](C)OC3)CN(S(=O)(=O)c1c(C)noc1C)CC2
14 | · | 1.8% | -3.2% | COc1cc(CCNC(C)=O)c(C(=O)/C=C/c2cccc(OC)c2OC)cc1OC
15 | · | 2.4% | -3.4% | COc1c(C=O)c(=O)[nH]c2c(OC)cccc12
16 | · | 3.2% | -2.5% | COc1ccc2c(c1OC)C(=O)N1c3ccccc3C(=O)OC21 (configuration not stated)
17 | · | -6.2% | -6.3% | C/C=C/C1=CC2=CC(=O)C(C)(OC(=O)c3c(C)cc(O)cc3O)C(=O)C2=CO1 (configuration not stated)
18 | · | ? | -1.9% | CC(C)(C)OC(=O)NCCCC1=CC2=CC(=O)C(C)(OC(=O)c3ccco3)C(=O)C2=CO1 (configuration not stated)
19 | · | -2.3%[12.4 µM] | -6.5%[12.4 µM] | CCOC(=O)CCCNC(=O)N1CCc2nc(-c3ccc(OC)cc3C)c3c(c2C1)CO[C@@H](c1ccccc1)C3
20 | · | -8.5% | -2.3% | COc1c2c(cc3c1C(c1c(O)c4ccccc4oc1=O)N(C)CC3)OCO2 (configuration not stated)

Continuation:
nr | Anesthetic bind | APEX1 inh | BLM inh | smiles
21 | · | 17.0% | 3.1% | CCCCC/C=C\C\C=C/C=C/C=C/[C@@H](O)[C@@H](O)CCCC(=O)O
22 | · | 3.1% | 6.3% | C=CCC(C)(O)c1ccccc1 (configuration not stated)
23 | · | -1.4%[12.4 µM] | 1.2%[12.4 µM] | CC#CCN1c2ccccc2[C@]23C[C@@H](C(=O)OC)N(S(=O)(=O)c4ccc(C#N)cc4)C2=NC(C(=O)OC)=C(C(=O)OC)[C@H]13
24 | · | -0.6% | -10.5% | NCCC[C@@H](CC(=O)N[C@@H]1CCCC[C@H]1C(=O)N[C@H](CC(=O)N[C@@H](CCC(=O)O)CC(=O)O)Cc1c[nH]c2ccccc12)NC(=O)C[C@H](Cc1c[nH]c2ccccc12)NC(=O)[C@@H]1CCCC[C@H]1N
25 | · | 1.7% | -2.7% | CCC(C)c1ccc(O[C@@H]2O[C@H](CO)[C@@H](O)[C@H](O)[C@H]2NC(C)=O)cc1 (some centres not stated)
26 | · | 17.6% | 1.7% | COC(=O)NC(c1ccccc1)c1c[nH]c2ccccc12 (configuration not stated)
27 | · | 1.2% | -8.3% | C=CCOC(=O)N[C@@H](CC(C)C)/C(C(=O)OC)=C(\C)NCc1ccccc1
28 | · | -2.4% | -0.2% | COC(=O)CCC(=O)OC1(C)C(=O)C=C2C=C(CCCNC(=O)OC(C)(C)C)OC=C2C1=O (configuration not stated)
29 | · | 0.5% | 3.2% | Cc1cc(C)c(S(=O)(=O)OC[C@H]2C=CC[C@@H](CCC[C@H]3O[C@H](C(=O)OC(C)C)CC[C@@H]3C)O2)c(C)c1
30 | · | 1.3% | 1.7% | O=C(O)CCCC/C=C\C[C@@H](O)/C=C/C=C/C=C\[C@@H](O)CCCC(=O)O
31 | · | 0.2% | 4.5% | Cc1ccc(NC(=O)O[C@@H]2C(=O)c3cc(Br)ccc3O[C@H]2c2ccc3c(c2)OCO3)cc1Br
32 | · | 2.7% | -1.9% | COc1ccc2c(c1)O[C@@H](c1ccc3c(c1)OCO3)[C@H](OC(=O)NCc1ccco1)C2=O
33 | · | -5.5%[12.4 µM] | -0.9%[12.4 µM] | C[C@H]1Cc2c(COc3ccccc3)nc3c(c2CO1)CN(C(=O)c1ccco1)CC3
34 | · | -3.6% | 2.3% | CCC1CN2CCC1CC2[C@@H](NC(=S)Nc1cc(C(F)(F)F)cc(C(F)(F)F)c1)c1cccc2ccc(OC)cc12 (some centres not stated)
35 | · | -7.6% | -4.8% | COC(=O)c1nnc(C(=O)N(C)Cc2ccccc2)c2[nH]c3ccccc3c12
36 | -11.0% | 4.0% | -10.3% | CCN(CC)CCCCn1c(-c2ccccc2)nc2c(NC3CCCCC3)nc(C)nc21
37 | -0.3% | -3.4% | -5.2% | N#Cc1ccc(C23CC4(C2)[C@H](CN(Cc2cccnc2)[C@@H]4c2ccccc2)C3c2ccc(C(F)(F)F)cc2)cc1 (some centres not stated)
38 | -3.6% | -11.7% | 2.3% | O=C(NCc1nc2ccccc2[nH]1)[C@H]1C[C@@H]1[C@H](NP(=O)(c1ccccc1)c1ccccc1)c1ccccc1
39 | -7.6% | -5.0% | -12.7% | O=C(Nc1ccc2ccccc2c1)[C@H]1C[C@@H]1[C@H](NP(=O)(c1ccccc1)c1ccccc1)c1ccccc1
40 | -23.1% | -1.0% | 0.3% | CNC(=O)[C@H](C)/C=C/C(NC(=O)OCc1ccccc1)c1ccc(C(=O)OC)cc1 (some centres not stated)

nr | Anesthetic bind | APEX1 inh | BLM inh | smiles
41 | -4.2% | 0.2% | -1.6% | O=C(NCc1cc(F)cc2c1OCCO2)[C@H]1C[C@@H]1[C@H](NP(=O)(c1ccccc1)c1ccccc1)c1ccccc1
42 | -9.5% | 15.2% | -16.0% | CCCCNC(=O)C(c1ccc(OCC(=O)OC)c(C(=O)OC)c1)N(Cc1ccccc1)C(=O)CCCCCN1C(=O)NC(c2ccc(-c3ccccc3)cc2)C(C(=O)OCc2ccccc2)=C1C (configuration not stated)
43 | -20.3% | -1.0% | -6.9% | COC(=O)[C@@H]1C[C@@H]2CC[C@@H](O)C[C@@H]2N1Cc1ccc(-c2ccccc2)cc1
44 | -6.9% | -1.8% | -5.4% | CCCn1c(-c2ccc(F)cc2)nc2c(NCCCN(C)C)nc(C)nc21
45 | -19.4% | -0.9% | -11.7% | CC(C)(C)[Si](C)(C)c1c2c(nc3ccc(OCc4ccccc4)cc13)-c1cccc(=O)n1C2
46 | 6.3% | -2.0% | -6.0% | COC(=O)[C@@H]1C[C@H]1[C@@H](NC(=O)Oc1ccc(F)cc1)c1ccccc1
47 | 6.3% | -0.1% | -1.1% | COC(=O)[C@@]1(Cc2ccccc2)[C@H]2c3cc(C(=O)N(C)C)n(CCO)c3C[C@H]2CN1C(=O)c1ccccc1
48 | -17.4% | -1.8% | -0.5% | CCCn1c(C)nc2c(NCc3ccccc3)nc(C)nc21
49 | -9.7% | -2.2% | 3.1% | CCCn1c(C)nc2c(N3CCC(N4CCN(C)CC4)CC3)nc(C)nc21
50 | -13.2% | 12.6% | -5.2% | Cn1c(=O)c(C(=O)COC(=O)c2cc(C(F)(F)F)nc3c(C(F)(F)F)cccc23)c(N)n(Cc2ccccc2)c1=O
51 | ? | -2.3% | -11.3% | CCCCCCN(C(=O)CCCCCN1C(=O)NC(C2CC2)C(C(=O)OCc2ccccc2)=C1C)C(C(=O)NCCCC)c1ccc(OCC(=O)OC)c(C(=O)OC)c1 (configuration not stated)
52 | 1.0% | -5.5% | -5.1% | CCC/C=C(\CCC)C(NS(=O)(=O)c1cccc2cccnc12)c1ccc(-c2ccccc2)cc1 (configuration not stated)
53 | -19.6% | -2.9% | -5.4% | COc1cc(OC)cc(C2=Nn3c(nnc3-c3ccccc3O)SC2)c1
54 | ? | -9.1% | -10.7% | CN(C)C(=O)[C@]1(C)C[C@H]1[C@H](NC(=O)CNC(=O)[C@@H]1CCCN1C(=O)[C@]1(C)C[C@H]1[C@H](NC(=O)OCc1ccccc1)c1ccccc1)c1ccccc1
55 | -19.2% | 11.4% | 6.7% | O=C(Cc1ccccc1I)Nc1ccccc1
56 | -14.8% | -2.0% | -7.5% | COC(=O)[C@@]1(Cc2ccccc2)[C@H]2c3cc(C(=O)N4CCCC4)n(Cc4ccc(C(F)(F)F)nc4)c3C[C@H]2CN1C(=O)c1ccccc1
57 | 4.5% | -2.3% | -2.1% | C=C1C(=O)C=C2CN(C(=O)c3ccccc3)[C@@](Cc3ccc(OC)cc3)(C(=O)OC)[C@@H]12
58 | 3.2% | -3.4% | -1.2% | CCCC[C@@H]1C[C@H]1C(NC(=O)c1ccccc1)c1ccccc1 (some centres not stated)
59 | -15.2% | 28.2µM* | 14.1µM* | COc1c(O)c(O)cc2c1oc1c3ccccc3oc(=O)c21
60 | 3.3% | -8.7% | -2.4% | COC(=O)Cn1c(C(=O)N2CCCC2)cc2c1C[C@H]1CN(C(=O)c3ccccc3)[C@@](Cc3ccccc3)(C(=O)OC)[C@@H]21

nr | Anesthetic bind | APEX1 inh | BLM inh | smiles
61 | 6.4% | -10.9% | 0.3% | CC(=O)N1[C@H](Cc2ccccc2)C=C[C@]1(C)C(=O)NCc1cc(F)cc(C(F)(F)F)c1
62 | -3.1% | -11.1% | -7.9% | CN(C)c1ccc(CNC(=O)[C@@]2(C)C=C[C@@H](Cc3ccccc3)N2C)cc1
63 | -9.2% | -9.1% | 1.5% | CCc1c2c(nc3ccc(OC)cc13)COC2
64 | 0.4% | -7.2% | -1.1% | CCN(CC)CCCC(C)n1c(-c2ccccc2)nc2c(NCCO)nc(C)nc21 (configuration not stated)
65 | 0.8% | ? | -9.7% | COc1ccc(CNC(=O)[C@H](C)[C@H]2C[C@]2(C)[C@H](NC(=O)OCc2ccccc2)c2ccccc2)cc1OC
66 | 4.6% | 1.2% | 4.6% | COC(=O)C1(C)C=CC2(CCCCC2)N1C(=O)c1ccccc1 (configuration not stated)
